# Source: PubChem BioAssay (several laboratories)
# dFosB activator: activators of mouse delta FosB homodimer. P13346. purified delta FosB, TAMRA-CDK5 oligo fluorescence polarization; percent of positive-control signal above neutral wells. activation, % at 25 µM. 340,000 compounds, 0.99% hits. AID 493131;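 active = mean activation above about 17%, with every replicate also reaching it, limit read from the data, passing the limit was not always enough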;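 note: fluorescence polarization rise as delta FosB binds a TAMRA Cdk5 AP-1 oligo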
# RTF Ca sens act: cardiac RTF calcium sensitization; IANBD-labeled TnC RTF fluorescence at EC20 calcium; 0% EC20 calcium, 100% full calcium; activation, % at 7.2 µM; 340,000 compounds, 0.24% hits; AID 493008;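 active = activation above the mean over all tested compounds plus 3 SD, cut at about 30% in these data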;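 note: rise in fluorescence read as greater calcium sensitivity of cardiac thin filaments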
# Keap1-Nrf2 PPI: inhibitors of human Keap1-Nrf2 protein-protein interaction. Keap1 Kelch-Nrf2 peptide fluorescence polarization, 1536-well. inhibition, % at 9.4 µM. 340,000 compounds, 0.15% hits; in the data active = inhibition above about 12%;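 note: human Keap1 Kelch domain with fluorescein labeled Nrf2 9mer peptide probe; 0% = neutral control wells and 100% = peptide positive control; higher means more block of Keap1 binding to Nrf2 peptide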
# LANA DNA inh: blocks KSHV LANA C-terminal domain binding to DNA | MBP-C-LANA/FAM-LBS DNA binding, fluorescence polarization | 340,000 compounds, 0.078% hits | inhibition, % at 9 µM;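 active = highest replicate inhibition at or above 60% at 9 µM, even if other replicates fall short; inactive = all replicates below 60% inhibition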;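 note: 0% = neutral control wells and 100% = 4 µM acridine orange control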
# SUMO Mot1 rescue: inhibitors of SUMOylation pathway: yeast Mot1-301 growth rescue; 320,000 compounds, 1% hits; AID 2716; S. cerevisiae Mot1-301 growth rescue, ATP luminescence, 38.5C; percent above DMSO median, 100 means doubled; growth rescue, % at 18.8 µM;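 active = every valid replicate shows activation above 250% relative to neutral control wells; inactive = the rest, any valid replicate at or below 250%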;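 note: OY570 slx delta 5 strain wells were the positive control but not used for scaling; some compounds called inactive have numbers as strong as hits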
# PfHsp90 set2: growth inhibition of yeast expressing Plasmodium Hsp90 | S. cerevisiae expressing PfHsp90, BacTiter-Glo ATP, 48 h; yeast lacking PDR1 and PDR3 efflux regulators | inhibition, % at 9.4 µM | 310,000 compounds, 0.32% hits;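 active = every replicate shows inhibition above about 80%, whatever the replicate mean, limit read from the data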;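 note: 0% = DMSO neutral controls and 100% = 20 µM radicicol positive controls; yeast relying on Plasmodium falciparum Hsp90 in place of its own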
# PvdQ acylase: P. aeruginosa PvdQ acylase inhibition. purified PvdQ acylase, fluorescence plate reader. inhibition, % at 10 µM. 340,000 compounds, 0.063% hits; in the data active = inhibition above about 30%, passing the limit was not always enough;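 note: 0% = vehicle neutral wells and 100% = reference inhibitor wells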
# NSD2 HMT inh: NSD2 (human) methyltransferase inhibition | 310,000 compounds, 0.54% hits | inhibition, % at 12.5 µM | NSD2 peptide methylation, AlphaScreen, 120 min | O96028; in the data active = inhibition above about 50%
# CDK5 p35 inh: CDK5/p35 (human) kinase inhibition | Recombinant CDK5/p35, ADP-Glo luminescence, 60 min | inhibition, % at 10 µM | 330,000 compounds, 0.01% hits | Q00535+Q15078;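 active = highest replicate inhibition of at least 50% and at least 75% of replicates reaching 50%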;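 note: plate controls were DMSO neutral control for no effect and GW8510 at 10 µM for full effect; many of its hits are not listed in these tables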
# RTF Ca sens inh: cardiac RTF calcium desensitization; P19429+P45379; IANBD-labeled cardiac RTF, Ca2+ fluorescence; inhibition, % at 7.15 µM; 340,000 compounds, 0.12% hits;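 active = inhibition above the mean inhibition of all tested compounds plus 3 SD, cut at about 17% in these data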;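 note: assay run at fixed EC70 calcium of 1.6 mM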
# Rtt109 Vps75: inhibitors of Candida albicans Rtt109/Vps75 histone acetyltransferase. 330,000 compounds, 0.16% hits. inhibition, % at 34.9 µM. purified Rtt109/Vps75, ThioGlo CoA-SH fluorescence, 4 h. Q5AAJ8;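 active = inhibition of at least 50% in every replicate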
# An asterisk follows results filed as active; x = not tested or not shown.
SMILES,dFosB activator,RTF Ca sens act,Keap1-Nrf2 PPI,LANA DNA inh,SUMO Mot1 rescue,PfHsp90 set2,PvdQ acylase,NSD2 HMT inh,CDK5 p35 inh,RTF Ca sens inh,Rtt109 Vps75
COc1ccc(N=c2oc3cc(O)ccc3cc2C(=O)NCC2CCCO2)c(OC)c1 (configuration not stated),-6,11,-6,5.0,-3,7,4,0,-2.9,3,-233
O=C(NCCCn1ccnc1)/C(=C\c1cccnc1)NC(=O)c1ccccc1Br,0,0,3,1.8,-19,0,-4,-3,1.2,-4,-17
CC(=O)c1cccc(NC(=O)C(C)OC(=O)c2cccc(S(=O)(=O)N3CCN(C)CC3)c2)c1 (configuration not stated),-13,5,-2,-1.2,9,x,-13,5,2.2,-6,-4
COc1ccc(NC(=S)N/N=C/c2cccn2Cc2ccc(F)cc2Cl)cc1,-7,-2,-1,2.7,-19,12,-4,-1,-0.5,5,-2
CSc1ccccc1NC(=O)CN(c1ccccc1Br)S(C)(=O)=O,-5,11,-2,-1.2,40,-3,-5,-3,-0.5,-19,-2
COc1ccc(-c2cc(C(=O)Nc3c(C)n(C)n(-c4ccccc4)c3=O)c3ccccc3n2)cc1,-17,1,-6,0.1,5,-13,-16,12,-8.3,-24,-7
NNC(=O)C(Cc1ccc(O)cc1)N1Cc2ccccc2C1=O (configuration not stated),-17,3,-2,2.6,-2,16,-25,3,0.6,-8,0
CCC1Oc2ccc(C)cc2N(CC(=O)N(Cc2ccncc2)Cc2ccco2)C1=O (configuration not stated),-2,-7,-3,-0.9,-15,x,2,5,0.5,1,-2
O=C(O)Cc1ccc2c(c1)N(S(=O)(=O)c1cccc(C(F)(F)F)c1)CC(C(=O)O)O2 (configuration not stated),2,0,3,-0.1,138,x,-7,-3,-1.1,-4,-5
C=CCn1c(Oc2ccccc2F)nc2c1c(=O)n(C)c(=O)n2C,1,-1,-1,0.5,6,3,4,0,1.3,-3,14
Cc1nn(C(C)C(=O)N2CCc3ccccc32)c(C)c1[N+](=O)[O-] (configuration not stated),5,6,4,-2.1,5,-13,6,x,1.6,12,-9
CCc1nc(SCC(=O)N2CCCC2)c2ccccc2n1,1,0,-1,-0.9,-15,-20,-8,1,0.9,-7,-31
Cc1noc(NS(=O)(=O)c2ccc(NC(=O)C(CC(C)C)N3C(=O)c4ccccc4C3=O)cc2)c1C (configuration not stated),-12,3,-4,0.3,19,10,-10,8,4.3,-4,3
CCNS(=O)(=O)c1ccc(NS(=O)(=O)c2cc(C)ccc2C)cc1,-12,0,3,3.0,0,3,-4,0,-0.2,-3,4
Cc1ccc(C(=O)C2CCNCC2)cc1,3,2,3,-0.2,2,16,-6,-6,-0.8,-5,-6
CN(/C=C/C(=C\C=[N+](C)c1ccccc1)OCCCS(=O)(=O)[O-])c1ccccc1,-5,6,-5,6.0,13,x,-5,x,1.8,-10,3
CCC1CCCCN1C(=O)Cn1nc([N+](=O)[O-])c(Cl)c1C (configuration not stated),1,-6,0,-0.9,10,13,2,1,-6.7,8,-11
CCOC(=O)C1=C(C)NC(C)=C(C(=O)OCC)C1C(=O)OCC(=O)NCCc1ccc(S(N)(=O)=O)cc1,-13,-4,4,-3.6,-24,x,5,0,0.4,-22,53*
Cn1nc(C(F)(F)F)cc1C(=O)Nc1ccc(-c2ccno2)cc1,-5,-2,1,9.8,6,8,11,-2,2.7,-8,33
Cc1cccc(Nc2nc(-c3ccc(F)c(C)c3)cs2)n1,-6,-4,-4,-1.2,-35,-22,15,-3,3.5,-10,x
COc1ccccc1NC(=S)Nc1ccccn1,-6,3,2,0.4,38,-14,-9,0,0.6,-8,-9
CC(C)Sc1nc(N)c2c3c(sc2n1)CN(C)CC3,-8,0,-3,-2.1,-5,3,11,2,1.2,8,7
COc1ccc(OCC(=O)NC(=S)Nc2ccc(N3CCOCC3)c(Cl)c2)cc1,-7,5,-3,-1.3,8,x,-1,5,1.5,9,-4
CC1CSC(N(C(=O)c2ccc(S(C)(=O)=O)cc2)c2ccc(Cl)cc2)=N1 (configuration not stated),-8,-1,1,-0.2,8,-5,-3,-1,-1.3,0,-8
CCCC(=O)N1CCN(c2ccc(NC(=O)c3ccc(N4CCCC4)c([N+](=O)[O-])c3)cc2Cl)CC1,4,1,2,1.7,-8,-2,7,x,-2.0,5,14
O=C(c1ccccc1)C(C(=O)N1CCCCC1)n1ccccc1=O (configuration not stated),-4,-6,0,1.8,28,-2,-7,-3,-6.5,0,-2
CC1CN(c2ccc(Cl)nn2)CC(C)O1 (configuration not stated),2,3,-2,0.3,246,17,-19,-1,0.5,-6,1
Cc1cn(C(=O)c2ccccc2)c(=S)n1-c1ccc(Cl)cc1,-5,-3,4,-1.1,11,-12,12,-5,0.0,-9,13
O=C(Nc1cccc(-c2cn3cccnc3n2)c1)Nc1ccccc1F,-7,-2,-6,0.4,3,x,13,-5,3.7,3,11
COc1ccc(C)cc1-n1nnnc1SCc1nc2ccccc2s1,-13,7,-2,-1.3,-8,x,-12,-6,-0.6,-9,0

# 6 of the entries above in order of the Rtt109 Vps75 value, descending.
canonical_smiles | Rtt109 Vps75
Cn1nc(C(F)(F)F)cc1C(=O)Nc1ccc(-c2ccno2)cc1 | 33
CC(C)Sc1nc(N)c2c3c(sc2n1)CN(C)CC3 | 7
CN(/C=C/C(=C\C=[N+](C)c1ccccc1)OCCCS(=O)(=O)[O-])c1ccccc1 | 3
NNC(=O)C(Cc1ccc(O)cc1)N1Cc2ccccc2C1=O (configuration not stated) | 0
O=C(c1ccccc1)C(C(=O)N1CCCCC1)n1ccccc1=O (configuration not stated) | -2
O=C(NCCCn1ccnc1)/C(=C\c1cccnc1)NC(=O)c1ccccc1Br | -17

# In a second layout: 2 of the compounds above
# Sequence of screens – dFosB activator, RTF Ca sens act, Keap1-Nrf2 PPI, LANA DNA inh, SUMO Mot1 rescue, PfHsp90 set2, PvdQ acylase, NSD2 HMT inh, CDK5 p35 inh, RTF Ca sens inh, Rtt109 Vps75
- O=C(c1ccccc1)C(C(=O)N1CCCCC1)n1ccccc1=O (configuration not stated)
  -4, -6, 0, 1.8, 28, -2, -7, -3, -6.5, 0, -2
- CC(C)Sc1nc(N)c2c3c(sc2n1)CN(C)CC3
  -8, 0, -3, -2.1, -5, 3, 11, 2, 1.2, 8, 7

# Next part
SMILES,dFosB activator,RTF Ca sens act,Keap1-Nrf2 PPI,LANA DNA inh,SUMO Mot1 rescue,PfHsp90 set2,PvdQ acylase,NSD2 HMT inh,CDK5 p35 inh,RTF Ca sens inh,Rtt109 Vps75
COc1ccc(S(=O)(=O)N(C)C[C@H]2Oc3c(NS(=O)(=O)c4cn(C)cn4)cccc3C(=O)N([C@H](C)CO)C[C@@H]2C)cc1,-7,1,-1,2.5,-17,5,-13,x,-0.7,-7,-3
COc1ccc(CCNC(=O)c2cc(C3CC3)on2)cc1OC,3,3,-3,0.3,52,19,-5,x,-0.9,-16,-3
Cc1ccc(C(C)C)c(OCCCCCN2CCOCC2)c1,-5,-1,-4,-0.3,-9,-2,-14,3,0.3,-6,0
Cc1onc(-c2ccccc2)c1C(=O)N=C(N)c1ccc(Cl)cc1,0,7,2,3.3,-26,8,-9,-1,-1.1,0,-1
O=C(CCCN1C(=O)c2ccccc2C1=O)Nc1nncs1,-5,-2,2,0.6,2,-9,2,6,-0.3,-2,-10
O=Cc1ccc(OCC(=O)N2CCOCC2)cc1,1,3,-3,0.1,9,x,-16,-1,0.9,-5,-2
CCCOc1ccc(N2C(=O)CC(N3CCC(c4nncn4CC)CC3)C2=O)cc1 (configuration not stated),6,-2,-3,0.2,307*,-74,-8,2,-2.3,-7,-10
CCOc1ccc(N(CC(=O)NC2CCCCC2)C(=O)CCC(=O)Nc2ccccn2)cc1,0,0,0,0.5,10,-39,-12,0,0.7,-14,-2
O=C1c2oc3ccccc3c(=O)c2C(c2cccs2)N1CCCN1CCOCC1 (configuration not stated),-1,3,-4,0.3,x,9,-11,-3,0.2,-6,-28
Cn1ncc([N+](=O)[O-])c1C(=O)Nc1ccc(-c2nc3ccccc3o2)cc1,-8,-7,2,3.1,-27,-23,2,0,-1.0,8,-3
CCc1cc2c(N=Nc3c(O)[nH]c4ccccc34)ncnc2s1,1,-1,-3,-0.8,-2,-32,7,-3,x,1,4
CSc1nc(SCCO)c2sc3nc(-c4ccco4)c4c(c3c2n1)CC(C)(C)OC4,-5,-15,-4,-0.7,x,x,-17,x,-4.8,8,6
COc1ccc(CN2C(=O)c3ccccc3C2=O)cc1C(=O)OCC(=O)NC1CCCCC1,-1,-3,-3,-1.3,-4,-18,-14,4,-0.7,-5,-5
CC(=O)Nc1ccc(C2NC(=O)c3ccccc3O2)cc1 (configuration not stated),-5,0,-2,-0.1,-4,-38,-5,-2,0.9,-6,-13
O=C(Nc1ccc2ccccc2c1)c1ccc(Cl)cc1,-5,1,1,1.6,-15,-19,-17,-2,2.1,-3,-3
Cc1ccc(C(=O)n2c(-c3ccccc3)cnc2SCC(=O)Nc2ccccc2)cc1,-7,8,-6,0.0,7,5,-14,x,-2.4,-8,-6
CC(=NCCc1c(C)[nH]c2ccc(C)cc12)C1=C(O)CC(c2ccccc2)CC1=O (configuration not stated),-4,-4,-1,-0.7,-5,-7,-13,x,0.1,-1,-9
COc1cccc(C(=O)Nc2ccc(Cl)c(C(F)(F)F)c2)c1,-7,-1,-5,0.4,1,57,-10,-4,0.1,-7,5
CC1=C(C(N)=O)C(c2cccnc2)n2nc(-c3cccc(C)c3)nc2N1 (configuration not stated),0,6,-1,0.9,-25,x,-6,1,-1.1,-33,-3
C=CCOc1ccc(CNn2cn[nH]c2=S)cc1,3,2,5,0.3,-14,8,-9,-10,0.5,2,-8
CCCN1CCC(=NNc2ccc(C(=O)O)cc2)CC1,6,-1,3,3.2,25,28,-14,18,0.0,3,-15
COC(=O)C(Cc1c[nH]c2ccccc12)NC(=O)c1cncc(Br)c1 (configuration not stated),2,5,6,-3.3,-12,-16,4,-1,0.8,-4,0
